TbMetRS inhib = Trypanosoma brucei MetRS inhibition. inhibition, % at 11.9 µM. purified T. brucei MetRS, ATP depletion, Kinase-Glo luminescence. 360,000 tested, 0.4% active;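 active means inhibition above a per-plate cutoff of the control wells' mean inhibition plus 3 SD, cut at about 5.5% in these data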;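 further: 0% = DMSO wells median and 100% = median of wells with control inhibitor compound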
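technique = Kinase-Glo luminescence, ATP depletion format | system = purified MetRS (methionyl-tRNA synthetase) enzyme from Trypanosoma brucei | timing = 15 min preincubation, 2 h reaction, all 25 °C | evaluation = percent inhibition versus plate control medians | dosing = single dose, 11.9 µM final nominal, 0.9% final DMSO | also added = substrates ATP, L-methionine and bulk Escherichia coli tRNA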
MsrA inhibitor = inhibitors of bovine MsrA | 360,000 tested, 0.75% active | inhibition, % at 15.5 µM | purified bovine MsrA, absorbance read-out; in the data active means inhibition above about 4.5%;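 further: 0% = vehicle wells with enzyme and 100% = reference inhibitor wells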
eLon inh = E. coli protease La inhibition. 360,000 tested, 0.42% active. inhibition, % at 7.94 µM. purified E. coli Lon protease, fluorescence polarization. P0A9M0. AID 602123; in the data active means inhibition above about 13%, passing the limit was not always enough;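 further: 0% = enzyme with probe and DMSO and 100% = no enzyme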
DNMT1 block = inhibitors of human DNMT1 | inhibition (reported as % activation of signal), % at 10 µM | DNMT1 molecular beacon, Hinp1I cleavage, fluorescence | 360,000 tested, 0.83% active | AID 588458; in the data active means inhibition above about 50%
SUMO1-SIM PPI = SUMO1-SIM interaction modulation; inhibition, % at 20 µM; 360,000 tested, 0.33% active; SUMO1 binding to a labelled peptide, TR-FRET, 1 h; AID 602429; P63165; in the data active means inhibition above about 37%
Target sequence (P63165 whole entry, looked up): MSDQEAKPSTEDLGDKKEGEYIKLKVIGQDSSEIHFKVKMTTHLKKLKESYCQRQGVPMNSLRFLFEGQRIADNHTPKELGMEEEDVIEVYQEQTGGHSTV
Scp1 inh = Scp-1 (human) phosphatase inhibition; Recombinant Scp1, phosphopeptide, malachite green phosphate absorbance; inhibition, % at 20 µM; 340,000 tested, 0.88% active; AID 493091; Q9GZU7;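 active means inhibition above about 50% at 20 µM, limit read from the data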;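 further: plate controls were DMSO wells with enzyme for no effect and wells lacking enzyme for full effect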
Target sequence (Q9GZU7 76-261 limits assumed): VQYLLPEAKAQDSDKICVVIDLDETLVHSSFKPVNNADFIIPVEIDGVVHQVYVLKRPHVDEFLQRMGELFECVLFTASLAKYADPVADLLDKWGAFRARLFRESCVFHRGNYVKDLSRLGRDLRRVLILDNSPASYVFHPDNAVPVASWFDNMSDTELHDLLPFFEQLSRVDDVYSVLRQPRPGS
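Times: enzyme reaction 45 min at room temperature, colour 5 min, stabilisation 30 min. Material: SCP-1 catalytic fragment, aa 76-261. Medium: Acidic Tris acetate buffer with magnesium and detergent. Signal: colorimetric free-phosphate detection, absorbance 630 nm. Read-out basis: % inhibition of SCP-1 phosphate liberation. Reagent: Phosphorylated 17-residue peptide substrate.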
bovine MsrA act = activators of bovine methionine sulfoxide reductase A; purified bovine MsrA, absorbance read-out; activation, % at 10.6 µM; AID 602163; 360,000 tested, 0.3% active; in the data active means activation above about 7.5%;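 further: 0% = vehicle and 100% = reference activator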
STEP block = blocks human striatal-enriched tyrosine phosphatase | inhibition, % at 20 µM | AID 588621 | recombinant STEP, OMFP fluorogenic substrate, fluorescence | 360,000 tested, 0.25% active;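 active means inhibition at 20 µM, scaled per plate between control wells, above about 37%, limit read from the data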;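 further: 0% = DMSO with enzyme and substrate and 100% = substrate only without enzyme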
Target sequence (P54829 whole entry, looked up): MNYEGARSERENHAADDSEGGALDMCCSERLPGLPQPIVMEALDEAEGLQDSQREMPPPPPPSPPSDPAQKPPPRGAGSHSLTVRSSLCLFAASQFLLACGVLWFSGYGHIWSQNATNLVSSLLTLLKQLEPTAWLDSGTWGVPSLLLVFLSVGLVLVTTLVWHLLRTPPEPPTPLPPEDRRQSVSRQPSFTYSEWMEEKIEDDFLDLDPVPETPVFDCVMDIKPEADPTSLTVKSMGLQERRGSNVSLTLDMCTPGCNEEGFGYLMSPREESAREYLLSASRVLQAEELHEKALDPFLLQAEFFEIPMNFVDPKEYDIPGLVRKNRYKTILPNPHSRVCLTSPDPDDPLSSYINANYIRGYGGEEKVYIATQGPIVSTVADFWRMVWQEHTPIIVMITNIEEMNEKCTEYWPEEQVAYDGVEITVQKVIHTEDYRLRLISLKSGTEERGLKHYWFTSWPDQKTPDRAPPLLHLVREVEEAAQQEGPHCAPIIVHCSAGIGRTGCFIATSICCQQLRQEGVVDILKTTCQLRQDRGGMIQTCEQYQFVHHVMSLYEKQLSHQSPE
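Material: STEP (striatal-enriched tyrosine phosphatase) enzyme, cell-free; Compound dosing: 20 µM single dose in 1% DMSO; Technique: fluorescence read at 480 nm ex / 540 nm em; Times: reaction 20 min, ambient temperature; Medium: 50 mM Bis-Tris pH 6.0 with 2.5 mM DTT and 0.005% Tween 20; Also added: OMFP at 25 µM.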
LMPTP block = blocks human LMPTP phosphatase; P24666; recombinant LMPTP-A, OMFP fluorogenic substrate, fluorescence intensity; inhibition, % at 20 µM; 360,000 tested, 0.22% active; AID 651560;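 active means compounds that cut the enzyme signal by at least half of the control window in the single-dose screen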;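 further: plate controls were DMSO wells with enzyme plus substrate for no effect and substrate without enzyme for full effect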
Target sequence (P24666 whole entry, looked up): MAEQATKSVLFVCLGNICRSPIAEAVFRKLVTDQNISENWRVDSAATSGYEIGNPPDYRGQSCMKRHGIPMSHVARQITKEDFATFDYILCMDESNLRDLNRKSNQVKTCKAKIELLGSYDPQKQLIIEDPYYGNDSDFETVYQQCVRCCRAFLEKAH
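Material: LMPTP-A; amount: 0.625 nM enzyme; doses: single 20 µM dose; times: reaction 50 min, room temperature, dark; technique: fluorescence intensity of OMFP turnover product; benchmarks: no-enzyme and uninhibited controls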
NRP1-CendR mod = alters CendR peptide binding to human NRP-1; FAM-RPARPAR peptide binding to NRP-1, fluorescence polarization; O14786; AID 602438; inhibition, % at 25 µM; 360,000 tested, 0.85% active;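 active means inhibition or corrected inhibition above about 18%, plus a signal ratio from 0.5 to 1.5, limit read from the data, passing the limit was not always enough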; further: strong numbers were not always called active
* hit, by the source's call; . = no result given.

SMILES	TbMetRS inhib	MsrA inhibitor	eLon inh	DNMT1 block	SUMO1-SIM PPI	Scp1 inh	bovine MsrA act	STEP block	LMPTP block	NRP1-CendR mod
COCCNC(=O)CCC(=O)NNc1nc2ccccc2c2nc(C)nn12	-0.8	-0.4	6	1	0	3	-3	-4	-1.7	4
COc1ccc(C(=O)C2CCN(C(=S)Nc3ccc(F)cc3)CC2)cc1	-0.4	0.7	1	4	-1	14	-8	2	0.7	0
O=S(=O)(NCc1csc(-c2cccnc2)n1)c1cccs1	-0.5	-1.1	-4	-12	2	-7	2	0	0.0	-3
Cc1sc2ncnc(N3CCCCC3C)c2c1C (stereo unspecified)	-1.0	-1.1	1	-2	1	-2	-1	0	-0.7	9
CC(C)c1ccc(NC(=O)c2ccc3c(c2)C(=O)N(Cc2cccnc2)C3=O)cc1	-0.4	-1.6	8	-3	-29	-5	-4	1	4.5	-3
Cn1c(N)c(S(=O)(=O)N2CCCC2)c(=O)n(C)c1=O	-0.2	-0.4	-3	3	1	-5	-5	-2	-1.1	1
O=C(NNc1nc(-c2ccccc2)cs1)c1ccc(F)cc1	-0.4	-0.5	-4	1	0	-6	-1	2	-1.9	-7
Cn1c(SCc2ccc(C(C)(C)C)cc2)nnc1C1COc2ccccc2O1 (stereo unspecified)	3.0	-1.1	-2	-6	8	6	1	-2	5.7	-2
COc1ccc(/C=C2\CCCC(C(=O)C(F)(F)F)=C2O)cc1	-0.8	2.7	-3	0	-5	16	-11	-2	0.5	-31
CCn1nnc2cc(C(=O)Nc3cc(OC)cc(OC)c3)ccc21	-0.1	-0.3	-3	-6	-1	-8	-1	2	0.5	-14
CCN(CC)C(=O)C1=C(C)N(Cc2ccccc2)C(=O)C(CC(=O)NCC2CCCCC2)C1 (stereo unspecified)	0.1	0.6	-14	3	-1	.	0	-1	-1.1	6
CSc1ncccc1C(=O)NC1CC(C)(C)Cc2c1cnn2-c1ccccc1C (stereo unspecified)	-0.2	0.4	-3	0	2	-9	-1	5	-0.2	6
COc1ccc(N(CC(=O)N2CCc3ccccc3C2)S(C)(=O)=O)cc1Cl	-0.3	0.8	3	-3	6	14	-2	-3	-3.2	-5
CCOC(=O)c1ccc(N2C(=O)CC(SCC(N)C(=O)OCC)C2=O)cc1 (stereo unspecified)	-0.7	-0.9	-14	-6	0	0	-3	-3	-1.2	-1
Cc1nc(N)sc1-c1csc(N(C)c2ccc(O)cc2)n1	0.5	-0.1	-12	-34	3	-11	-4	-1	0.8	-10

The closing 4 records of the section above lead into the next.
SMILES	TbMetRS inhib	MsrA inhibitor	eLon inh	DNMT1 block	SUMO1-SIM PPI	Scp1 inh	bovine MsrA act	STEP block	LMPTP block	NRP1-CendR mod
CSc1ncccc1C(=O)NC1CC(C)(C)Cc2c1cnn2-c1ccccc1C (stereo unspecified)	-0.2	0.4	-3	0	2	-9	-1	5	-0.2	6
COc1ccc(N(CC(=O)N2CCc3ccccc3C2)S(C)(=O)=O)cc1Cl	-0.3	0.8	3	-3	6	14	-2	-3	-3.2	-5
CCOC(=O)c1ccc(N2C(=O)CC(SCC(N)C(=O)OCC)C2=O)cc1 (stereo unspecified)	-0.7	-0.9	-14	-6	0	0	-3	-3	-1.2	-1
Cc1nc(N)sc1-c1csc(N(C)c2ccc(O)cc2)n1	0.5	-0.1	-12	-34	3	-11	-4	-1	0.8	-10
Cc1cc(C)nc(NS(=O)(=O)c2ccc(NC(=O)CCC3COc4ccccc4O3)cc2)n1 (stereo unspecified)	-1.4	-0.8	-1	2	13	4	-9	-2	-1.6	-4
CC(=O)c1ccc(NC(=O)C2CC(=O)N(Cc3ccccc3)C2)cc1 (stereo unspecified)	0.1	-0.6	1	-6	-8	-4	-3	1	0.0	-10
N#Cc1c(N)[nH]c(C(=O)c2ccccc2)c1-c1ccccc1Br	-0.5	0.6	-5	.	-7	.	-1	.	1.5	-26
O=S(=O)(Cc1ccco1)Cc1nc(-c2ccc(Cl)cc2)cs1	-0.4	-0.3	8	-6	12	-18	-1	1	0.6	3
COc1ccc(C2C(C#N)=C(N)OC3=C2C(=O)CCC3)cc1OC (stereo unspecified)	0.8	0.2	-4	-2	-8	1	-1	2	-1.3	19
c1ccc(C2(CNc3ccccn3)CCCC2)cc1	0.8	0.2	-8	-6	5	-3	-3	-2	-1.2	1
Cc1nc(NC(=O)C2CC2)sc1C(=O)Nc1ccccc1Cl	-1.3	-1.1	2	-3	1	1	-13	-5	-1.5	-6
Cc1cc(=O)c2cc(C(=O)c3ccccc3)ccc2[nH]1	0.0	1.1	-1	0	-3	5	0	2	0.6	-22
CC1CCCC(C)N1CC(C)(C)NS(=O)(=O)c1ccc(Cl)cc1 (stereo unspecified)	-0.1	1.7	2	0	2	-8	-2	0	-1.1	-12
CN(CC(=O)Nc1ccc(F)c(F)c1F)C(=O)c1ccc(N2CCCC2=O)cc1	-0.3	-0.3	4	4	2	2	-6	-2	0.3	3
O=C(NCc1ccco1)C1CC(c2ccc(Cl)c(Cl)c2)=NO1 (stereo unspecified)	-0.3	1.3	0	-2	3	-5	-2	-3	1.0	-7
Cc1cc(C)c2c(N)c(S(=O)(=O)c3ccccc3)sc2n1	0.6	-0.5	-11	-1	-11	-6	-3	4	0.6	-11
CCC(=O)Nc1cccc(NC(=O)c2cccc([N+](=O)[O-])c2)c1	-1.6	.	-3	9	-15	-2	-13	-4	0.1	-7
COc1ccc(CCNC(=O)[C@@H]2C[C@H]2c2ccccc2)cc1OC	0.2	-0.3	9	0	0	-4	-3	-2	-0.8	-5
Cc1csc2c(C#N)c(=O)c3c(n12)CCC3	-0.4	3.1	-14	3	5	1	-3	0	-1.0	6

Exported in markdown: entries from further up
| mol | TbMetRS inhib | MsrA inhibitor | eLon inh | DNMT1 block | SUMO1-SIM PPI | Scp1 inh | bovine MsrA act | STEP block | LMPTP block | NRP1-CendR mod |
| --- | --- | --- | --- | --- | --- | --- | --- | --- | --- | --- |
| CC1CCCC(C)N1CC(C)(C)NS(=O)(=O)c1ccc(Cl)cc1 (stereo unspecified) | -0.1 | 1.7 | 2 | 0 | 2 | -8 | -2 | 0 | -1.1 | -12 |
| N#Cc1c(N)[nH]c(C(=O)c2ccccc2)c1-c1ccccc1Br | -0.5 | 0.6 | -5 | . | -7 | . | -1 | . | 1.5 | -26 |
| O=C(NCc1ccco1)C1CC(c2ccc(Cl)c(Cl)c2)=NO1 (stereo unspecified) | -0.3 | 1.3 | 0 | -2 | 3 | -5 | -2 | -3 | 1.0 | -7 |
| Cc1csc2c(C#N)c(=O)c3c(n12)CCC3 | -0.4 | 3.1 | -14 | 3 | 5 | 1 | -3 | 0 | -1.0 | 6 |

Continuation.
SMILES	TbMetRS inhib	MsrA inhibitor	eLon inh	DNMT1 block	SUMO1-SIM PPI	Scp1 inh	bovine MsrA act	STEP block	LMPTP block	NRP1-CendR mod
COC(=O)c1cc2c(C(F)(F)F)nn(C)c2s1	0.4	0.0	0	1	-5	-1	-1	2	0.1	-7
N=c1n(CCN2CCOCC2)c2ccccc2n1CC(=O)c1ccc(Cl)c(Cl)c1	0.2	0.2	0	-12	-3	-5	3	5	5.1	0
CC(CNC(=O)CCC(=O)N1CCOc2ccccc21)c1ccccc1 (stereo unspecified)	-1.8	-1.0	-18	7	-2	6	-7	1	0.3	3
COc1ccc(C(C(=O)NC2CCCCC2)N(C(=O)c2ccco2)c2ccccc2C(C)=O)cc1 (stereo unspecified)	0.2	0.8	0	3	15	4	-6	0	-0.1	1
CCc1cccc(CC)c1N(COC)C(=O)Cn1cnc2ccccc21	0.1	0.7	-8	2	5	-10	0	1	-1.5	7
NC(=O)CN(C/C=C/c1ccccc1)C/C=C/c1ccccc1	-1.3	0.2	7	0	1	-5	-4	3	1.2	6
COc1ccc(-c2nnc(SC(C)C(=O)Nc3ccc4c(c3)OCCO4)o2)cc1 (stereo unspecified)	-0.6	-0.3	-12	-1	2	-1	1	0	0.2	-15
Cc1ccc(S(=O)(=O)N2[C@@H](c3ccc4c(c3)OCO4)C(C(=O)O)=C[C@H]2C(C)(C)C)cc1	0.0	1.7	-3	1	6	-8	1	2	0.2	-15
Cc1cc([N+](=O)[O-])ccc1N=Nc1c(N)[nH]n(-c2ccccc2)c1=O	0.0	-0.6	0	-9	15	-7	-2	5	1.7	4
NC(=O)C1CCN(C(=O)CN(C2CCCCC2)S(=O)(=O)c2ccc(F)cc2)CC1	0.7	1.4	-15	1	-3	-6	2	-2	0.5	9
COc1cc([N+](=O)[O-])ccc1NC(=S)Nc1cccc(C(=O)O)c1	0.8	1.8	1	5	-13	-4	-6	-1	-0.8	2
COc1ccc(-c2cc(C(=O)N3CCCC3)no2)cc1	0.0	-0.6	-6	1	1	-9	-2	-2	-0.7	7
CNC(=O)C1=C(C)NC(=S)NC1c1cccs1 (stereo unspecified)	-0.1	-1.1	-3	1	2	-9	-1	0	-0.5	21
CCc1ccc(C=C2SC(=S)N(CCCC(=O)Nc3ccc(C(=O)O)cc3)C2=O)cc1	0.0	0.1	-5	2	-13	.	0	1	59*	-20
CCCNC(=O)c1cc2c3ccccc3n(C)c2s1	-0.2	1.7	13	-17	1	-22	-1	14	0.7	-12
CC1(C)CC(=O)C2=C(C1)N(Cc1ccccc1)C(=O)C2(O)C(F)(F)F (stereo unspecified)	0.5	0.7	0	-2	1	-2	0	1	-0.7	12
O=C(c1cc(-c2ccccc2)on1)N1CCN(C(=O)c2ccco2)CC1	-0.3	-0.7	-5	-3	0	-6	0	-2	-2.4	-10
Cn1c(-c2ccc3c(c2)OCO3)cnc1NCc1ccccc1Cl	1.1	1.3	-2	-6	-3	-6	-1	-1	0.3	1
O=C(Nc1ccccn1)c1ccc(Cl)s1	-0.2	-0.7	-5	4	-2	-8	-3	-1	-0.8	0
O=C(COC(=O)c1cc(Br)ccc1O)Nc1cccnc1Cl	0.5	1.3	2	-1	-52	-8	-1	-1	-0.3	-6
Cc1ccc(C)c(OCCC(=O)OCC(=O)NNC(=O)c2ccccc2)c1	-0.4	0.9	-9	-1	1	-7	-3	-2	0.3	10
c1cc(CNC2=NCCCCC2)ccn1	-0.4	-0.6	9	1	0	-3	0	2	-4.9	5
CC(=O)c1ccc(OC(C)C(=O)Nc2cccc(S(=O)(=O)NCc3ccco3)c2)cc1 (stereo unspecified)	-0.2	0.0	-11	-8	7	-8	-3	1	0.6	-4

High-throughput results as filed in PubChem.
